Compound activity from PubChem BioAssay.
aSyn rescue – qHTS of alpha-syn Inhibitors; Yeast expressing alpha-synuclein, growth rescue, BacTiter-Glo, 24 h; Potency, µM (highest dose often 46.1 µM), for inactives: at the top dose growth rescue (activation), most hits filed as activators; hit rate 0.14% among 370,000; AID 652106, 2013; note: potency is the fitted concentration of half-maximal effect; % of control where 0% means no effect; nearly all actives have a fitted effect of over 65% in size
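Rescue of yeast growth: cells expressing toxic alpha-synuclein, induced in galactose at OD600 0.02, incubated with compound 24 h at 30 C. ATP luminescence quantified growth; inhibitors of toxicity appear as activators.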
PI5P4K alpha inh – qHTS for Inhibitors of phosphatidylinositol 5-phosphate 4-kinase (PI5P4K); Phosphatidylinositol 5-phosphate 4-kinase type-2 alpha (Homo sapiens), P48426; PI5P4Kalpha enzyme, ADP-Glo luminescence, 60 min; hits give low values; max response, %; hit rate 1.2% among 330,000; AID 652105, 2013; active = max response of -50% or lower; inconclusive = between -30% and -50%; inactive = -30% or higher; note: value at the top dose of about 77 µM; % is set by controls: 0 for no effect and ±100 for the full control effect
Target sequence (P48426 whole entry, looked up): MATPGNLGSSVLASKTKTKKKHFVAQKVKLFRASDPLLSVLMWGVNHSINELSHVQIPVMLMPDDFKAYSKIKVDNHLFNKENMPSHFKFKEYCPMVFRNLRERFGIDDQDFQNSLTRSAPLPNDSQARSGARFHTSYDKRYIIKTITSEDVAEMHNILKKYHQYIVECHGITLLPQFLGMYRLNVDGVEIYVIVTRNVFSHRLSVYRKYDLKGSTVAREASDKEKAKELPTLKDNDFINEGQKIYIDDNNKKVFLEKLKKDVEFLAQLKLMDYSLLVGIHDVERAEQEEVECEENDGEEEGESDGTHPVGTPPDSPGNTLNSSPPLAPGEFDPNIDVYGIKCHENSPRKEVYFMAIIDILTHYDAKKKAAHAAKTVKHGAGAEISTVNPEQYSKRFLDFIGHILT
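ADP-Glo luminescence end-point read after a 60 min room-temperature kinase reaction of PI5P4Kalpha plus substrate, initiated with ATP at 5 microM final. Buffer: 0.038 M HEPES pH 7.4, EGTA, 0.1% CHAPS, 5% DMSO.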
EPAC1 ag – qHTS for Agonist of cAMP-regulated guanine nucleotide exchange factor 3 (EPAC1): primary screen; Rap guanine nucleotide exchange factor 3 (Homo sapiens), O95398; Potency, µM (doses to about 154 µM), for the others: at the top dose activation, actives largely listed as activators; EPAC1 agonist qHTS, biochemical assay; response scale: 100% = response to 6.5 mM cAMP; hit rate 0.073% among 360,000; note: potency is the fitted concentration of half-maximal effect; nearly all actives have a fitted effect of over 60% in size
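Fluorescent GDP-exchange assay: 100 nM EPAC1 with 250 nM Rap1B preloaded with BODIPY-GDP and 50 uM GDP; compounds tested as concentration series, 5 min at room temperature, then read every 5 min for 30 min (ex 480/em 540 nm); normalized to 6.5 mM cAMP.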
PLK1 PBD inh – qHTS for Inhibitors of PLK1-PDB (polo-like kinase 1 - polo-box domain): Primary Screen | Serine/threonine-protein kinase PLK1 (Homo sapiens), P53350 | Plk1 PBD binding of FITC phosphopeptide, fluorescence polarization | Potency, µM, without a hit: max response, negative = inhibition, usual class: inhibitors | hit rate 2.8% among 360,000 | AID 720504, 2013; note: potency is the fitted concentration of half-maximal effect; series mostly up to about 57 µM; % is set by controls: 0 for no effect and ±100 for the full control effect; nearly all actives have a fitted effect of over 65% in size
Target sequence (P53350 whole entry, looked up, the tested form may be a part): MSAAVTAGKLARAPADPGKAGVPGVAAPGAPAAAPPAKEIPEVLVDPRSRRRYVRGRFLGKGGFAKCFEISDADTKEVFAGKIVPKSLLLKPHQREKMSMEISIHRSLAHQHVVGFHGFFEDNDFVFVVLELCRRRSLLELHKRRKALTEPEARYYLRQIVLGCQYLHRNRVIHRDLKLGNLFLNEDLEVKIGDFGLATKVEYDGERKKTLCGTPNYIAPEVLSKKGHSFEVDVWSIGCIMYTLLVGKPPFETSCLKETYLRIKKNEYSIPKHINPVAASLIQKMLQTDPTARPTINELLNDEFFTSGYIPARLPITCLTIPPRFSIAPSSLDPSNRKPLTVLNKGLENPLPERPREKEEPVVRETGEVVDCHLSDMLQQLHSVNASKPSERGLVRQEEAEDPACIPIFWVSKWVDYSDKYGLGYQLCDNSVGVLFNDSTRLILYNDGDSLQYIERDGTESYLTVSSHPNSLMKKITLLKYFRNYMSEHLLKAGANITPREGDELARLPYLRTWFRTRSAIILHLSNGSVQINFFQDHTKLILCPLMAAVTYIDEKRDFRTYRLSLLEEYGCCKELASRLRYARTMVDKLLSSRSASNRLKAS
Abeta yeast res – qHTS for compounds that reverse cellular toxicity of Amyloid beta (A-beta) peptide in yeast: Primary Screen; Potency, µM (titrated, usually from 46.1 µM), for inactives: at the top dose growth rescue, most hits filed as activators; AID 1347071, 2019; yeast expressing A-beta42, growth rescue, OD600, 48 h; response scale: 0% DMSO, 100% iron-clioquinol control; hit rate 0.063% among 410,000; note: potency is the fitted concentration of half-maximal effect; nearly all actives have a fitted effect of over 55% in size
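Growth rescue measured by 600 nm absorbance after 48 h yeast culture at 30 C with compound. Values normalized between DMSO and an equimolar ferric chloride plus clioquinol control.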
WRN helicase inh – qHTS for Inhibitors of WRN Helicase; WRN helicase unwinding, fluorescent forked duplex, kinetic; hit rate 0.46% among 360,000; Bifunctional 3'-5' exonuclease/ATP-dependent helicase WRN (Homo sapiens), Q14191; Potency, µM (series often up to 114 µM), for inactives: at the top dose activity change, negative = inhibition, most hits filed as inhibitors; AID 651768, 2012; note: potency is the fitted concentration of half-maximal effect; % is set by controls: 0 for no effect and ±100 for the full control effect; nearly all actives have a fitted effect of over 55% in size
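Enzyme (20 nM final) and test compound sit together 15 min at room temperature before substrate addition. Substrate is a single-forked duplex oligonucleotide (100 nM) labelled with fluorophore and quencher, with 2 mM ATP; helicase unwinding raises red fluorescence, read kinetically.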
IL-2 act – qHTS of IL-2 Activators | AID 652025, 2013 | activation, % (series mostly up to about 46 µM) | hit rate 0.065% among 360,000 | IL-2 activation reporter assay, cell-based qHTS; stimulated with anti-CD3/CD4/CD28 beads; in transgenic mouse T cells; in the data active = activation above about 50%; inconclusive = mostly about 30% to 49%; note: 0% is about no effect
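Unstimulated transgenic mouse T cells preincubated 60 min with compound, then stimulated with anti-CD3/anti-CD4-coated beads plus anti-CD28 for 18 h at 37 degrees C. IL-2 response read as EGFP and DsRed fluorescence by plate cytometry.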
EPAC1 antagonist – qHTS for Antagonist of cAMP-regulated guanine nucleotide exchange factor 3 (EPAC1): primary screen. Rap guanine nucleotide exchange factor 3 (Homo sapiens), O95398. EPAC1 GEF assay, Rap1b-BODIPY-GDP exchange fluorescence. Potency, µM (highest dose often 115 µM), for inactives: top-dose activity change, negative = inhibition, hits mostly inhibitors. hit rate 0.14% among 360,000. AID 720709, 2013;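 note: potency is the fitted concentration of half-maximal effect; plate controls were vehicle for no effect and positive control for full effect; nearly all actives have a fitted effect of over 50% in size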
FUS yeast rescue – qHTS for Suppressors of FUS Proteinopathy: Primary screen using FUS-linked yeast assay; hit rate 0.24% among 390,000; Potency, µM (series often up to 76.6 µM), without a hit: top-dose growth rescue (activation), most hits filed as activators; S. cerevisiae FUS-expressing, growth rescue, OD600, 24 h;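 note: potency is the fitted concentration of half-maximal effect; plate controls were DMSO vehicle for no effect and reference control for full effect; nearly all actives have a fitted effect of over 55% in size; some results filed as inactive show a strong effect at the top dose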
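Yeast FUS proteinopathy model; galactose-induced FUS (2%), starting OD 0.005. Cpds in dilution series, 24hr, 30C, 99% humidity. Abs 600 nm growth. Pos ctrl CP55940 (top 92uM final); neg ctrl DMSO.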
Numbers without * were called inactive; ? = inconclusive; · = not tested or not shown; [ ] = another dose, or the depositor's remark. Unless noted, calls come from the whole dose curve; as a rule, active = well fitted curve in the direction sought with a large enough effect; inconclusive = small, poorly fitted or top-dose-only effect, or another doubt; inactive = no such curve, though single readings can be large; an effect the other way counts as inactive or inconclusive. Compounds were not picked by outcome (roughly 4.1% active in at least one column).

SMILES	aSyn rescue	PI5P4K alpha inh	EPAC1 ag	PLK1 PBD inh	Abeta yeast res	WRN helicase inh	IL-2 act	EPAC1 antagonist	FUS yeast rescue
Fc1ccccc1N1CC(c2ccccc2)C(c2cccs2)=N1 (stereo not drawn)	1%	·	11%	-1%	-1%	-14%	1.2	-13%	19%
CC(=O)OCC[C@H](NS(=O)(=O)OCC(Cl)(Cl)Cl)c1ccccc1	12%	1	-9%	2%	8%	-1%	-0.3	-11%	3%
COc1ccc(OCC(O)CNC(=O)c2ccc(Br)cc2)cc1 (stereo not drawn)	5%	·	0%	0%	4%	6%	0.9	0%	13%
COc1ccc(OC)c(NC(=O)C2CCCNC2=O)c1 (stereo not drawn)	4%	·	-2%	-6%	-9%	4%	-2.8	24%	32%
O=C(CCC(=O)c1cccs1)Nc1ccccc1F	1%	7	1%	-1%	3%	-9%	-0.1	-5%	-5%
COc1ccc(NCC(=O)N/N=C2\CCc3ccccc32)cc1	-2%	2	7%	-3%	-20%	-1%[11.6 µM]	2.7	-28%	46%
O=C(NCCCNC(=O)c1ccccn1)c1ccccn1	-1%	-2	2%	-4%	6%	5%	0.0	9%	1%
CCOc1ccccc1NC(=O)CSc1nnnn1-c1ccccc1	10%	1	-3%	-2%	-6%	-15%[57.1 µM]	-1.4	-8%	14%
CC(C)NC(NC(=O)/C=C/c1ccccc1)C(Cl)(Cl)Cl (stereo not drawn)	3%	-6	4%	-17%	14%	-9%	1.9	-24%	-14%
O=C(NCc1ccccc1)c1ccc(CS(=O)Cc2cccc(Cl)c2)o1 (stereo not drawn)	2%	7	7%	-2%	4%	-1%	-1.1	13%	0%
Cc1ccc(N(CC(O)CN2CCOCC2)S(=O)(=O)c2ccc3ccccc3c2)cc1 (stereo not drawn)	-8%	3	-5%	0%	8%	-22%	1.5	8%	-4%
CCOc1ccc(NC(=O)Nc2cccs2)cc1	-12%	-9	8%	-17%	-24%	-6%	2.7	-2%	?
Cc1ccc(OCc2nnc(NC(=O)c3ccco3)s2)c(C)c1	-2%	·	3%	-13%	4%	-15%	-1.0	-3%	5%
Cc1ccc(-c2cnc(C(O)c3cccc(C)c3C)[nH]2)cc1 (stereo not drawn)	12%	18	-12%	2%	5%	14%	0.0	-9%	-7%
C/C=C(/C(=C/C)c1ccc(O)cc1)c1ccc(O)cc1	?	1	-17%	-11%	13%	7%	2.1	-6%	-20%
CC(C)Oc1ccc(Oc2ccc(C(F)(F)F)cn2)cc1	-2%	1	10%	-18%	14%	1%	-1.0	-19%	4%
O=C(C=Cc1ccccc1F)c1ccccc1	-14%	-4	8%	-22%	-7%	-20%	-0.8	-16%	-20%
CC1(OC(=O)C2CCCC2)C(=O)C=C2C=C(c3ccsc3)N(C3CCCCC3)C=C2C1=O (stereo not drawn)	-16%	-3	-5%	-22%	-36%[inhibitor]	-2%	1.3	-10%	45%
CCN(CCn1cccn1)C(=O)c1ccc(OC2CCN(C(=O)COC)CC2)cc1	1%	11	-4%	-1%	0%	-22%	-3.8	3%	·
CC(C)C[C@@H]1Cc2[nH]c(=S)[nH]c(=O)c2[C@H](C)O1	0%	-2	-12%	-6%	-3%	10%	-0.3	1%	-21%
COc1ccc(C(C)C)cc1S(=O)(=O)NC1CCCC1	13%	6	-4%	-7%	-8%	3%	-0.1	8%	23%
O=C(COC(=O)c1ccc(O)cc1O)NC(=O)Cc1ccccc1	-1%	-5	8%	-6%	-7%	2%	-4.1	-18%	22%
COc1ccc(-c2noc(CCCC(=O)NCc3ccco3)n2)cc1OC	4%	-13	-1%	?	11%	8%	0.0	9%	-7%
Cc1ccc[n+](C(C)C(=O)c2ccc(-c3ccccc3)cc2)c1 (stereo not drawn)	-5%	4	-3%	-3%	10%	-17%	-0.8	6%	20%
CCNC(=O)C1(C)CCN(C(=O)c2ccc3snnc3c2)C1 (stereo not drawn)	-11%	1	-12%	-3%	-16%	-4%	0.0	8%	-22%
O=C(CSCc1cnn(-c2ccccc2)c1-n1cccc1)NCc1cccs1	2%	3	2%	-5%	-17%	-5%	-0.6	-25%	13%
CC(C)S(=O)(=O)N1CCCC(c2cc(C(=O)Nc3ccc(F)c(Cl)c3)no2)C1 (stereo not drawn)	6%	0	2%	-5%	3%	-6%	1.1	-1%	-3%
COc1ccc2[nH]c3c(c2c1)CCN1C(=O)N([C@@H](C)C(=O)NCC2CCCO2)C(=O)[C@]31C (stereo partly drawn)	3%	-6	-26%	2%	-15%	8%	-0.3	2%	2%
Cc1cc(NC(=O)CSc2nnc3ccc(-c4ccc(F)cc4)nn23)no1	5%	1	2%	5%	4%	-8%	-0.2	0%	28%
COc1ccccc1N1CCN(/N=C\c2ccccc2)CC1	3%	4	-9%	4%	-12%	-1%	-0.6	3%	-3%
CC1=CC(c2ccccc2)n2nc(N3C(=O)C4CC=CCC4C3=O)nc2N1 (stereo not drawn)	15%	1	1%	-7%	3%	-11%	-0.7	-3%	19%
Cc1ccc(CCNC(=O)CCn2ccc3cc(S(=O)(=O)N4CCCC4)ccc32)cc1	2%	4	3%	-12%	-1%	-8%	-4.4	-20%	20%
CCc1ccc(NC(=O)c2cccnc2)cc1	-7%	0	0%	-2%	3%	2%	-1.9	8%	14%
COc1ccc(NC(=O)c2cc(C)cc(C)c2)cc1[N+](=O)[O-]	1%	1	7%	-9%	13%	-8%	-1.4	-9%	30%
O=C(CCN1c2ccccc2Sc2ccccc21)Nc1ccccc1	-3%	10	17%	?	12%	-2%	-0.6	-13%	26%
CCc1ccc([C@@H]2C[C@H]3[C@@H](CN2S(=O)(=O)c2ccc(C)cc2)C(=O)C[C@@H](c2ccc(C)cc2)N3S(=O)(=O)c2ccc(C)cc2)cc1	1%	1	4%	-5%	10%	-7%	-0.9	-6%	-21%
Cc1ccc(CS(=O)Cc2ccc(C(=O)N3CCN(C4CCCCC4)CC3)o2)cc1 (stereo not drawn)	1%	0	-4%	-7%	-10%	-4%	-0.1	15%	27%
COc1ccc2cc(N3CCCC3=O)ccc2c1	-18%	-6	1%	-3%	13%	-1%	-0.2	-14%	14%
O=C(c1ccco1)N1CCN(C(=O)c2cnn3c(C(F)(F)F)cc(-c4cccs4)nc23)CC1	10%	·	-1%	-7%	0%	21%	2.4	6%	0%
O=C1CCCC2=C1C(c1ccc(O)c(O)c1)Nc1ccc3ncccc3c12 (stereo not drawn)	-3%	?	-8%	?	-21%	?	-2.7	6%	12%
CCc1ccc(N(CC(=O)NCc2ccc(OC)cc2)C(=O)CCC(=O)Nc2ccccn2)cc1	2%	6	-2%	-6%	-3%	-4%	1.1	-10%	10%
COCCNC(=O)C1(C)CCCN(C(=O)c2ccc(-c3ccccc3)cc2)C1 (stereo not drawn)	1%	-2	16%	-9%	-7%	0%	-0.6	-2%	-7%
CCc1ccc2c(c1)C1(SC(NC(C)=O)=NN1C(C)=O)C(=O)N2CC (stereo not drawn)	5%	-6	5%	-8%	12%	8%	0.0	0%	2%
CN(C)S(=O)(=O)c1cc(NC(=O)COC(=O)Cc2ccc(Br)cc2)ccc1Cl	-6%	0	4%	-1%	9%	-15%	-4.1	-8%	·
CCOc1ccc(NC(=O)c2ccco2)c([N+](=O)[O-])c1	2%	3	-5%	2%	1%	-1%	0.4	-2%	-13%
CCOc1cc(CNn2cnnc2SCC(=O)NC(C)(C)C)ccc1OCC(=O)NC(C)(C)C	2%	-2	-6%	1%	2%	3%	-0.4	1%	16%
CN(C)S(=O)(=O)N1CCN(CC(=O)Nc2ccc(Br)cc2)CC1	-8%	1	5%	5%	6%	3%	1.1	0%	-29%
CCOC(=O)N/N=C/C=C/c1ccccc1	-3%	6	-5%	-12%	-5%	0%	-0.4	3%	·
O=C(CSc1nc2ccc(Cl)cc2[nH]1)c1cccs1	4%	-7	6%	?	·	-14%[57.1 µM]	2.4	1%	11%
O=C(NCCN1CCN(c2ccccc2)CC1)C1CCN(S(=O)(=O)c2cccc3nonc23)CC1	-1%	-3	2%	-3%	0%	-2%	9.0	-1%	6%
COc1cc(/C=C(\NC(C)=O)C(=O)NC(C)(C)C)ccc1OC(C)=O	-3%	-4	2%	-1%	7%	-15%	-3.7	-6%	·
Cc1ccc(C)c(C(O)c2ncc(-c3cccc(F)c3)[nH]2)c1 (stereo not drawn)	-1%	0	0%	2%	0%	-3%	0.0	-21%	-3%

Fetched by structure from the entries so far (three):
SMILES	aSyn rescue	PI5P4K alpha inh	EPAC1 ag	PLK1 PBD inh	Abeta yeast res	WRN helicase inh	IL-2 act	EPAC1 antagonist	FUS yeast rescue
CN(C)S(=O)(=O)N1CCN(CC(=O)Nc2ccc(Br)cc2)CC1	-8%	1	5%	5%	6%	3%	1.1	0%	-29%
O=C(CSc1nc2ccc(Cl)cc2[nH]1)c1cccs1	4%	-7	6%	?	·	-14%[57.1 µM]	2.4	1%	11%
CCOc1cc(CNn2cnnc2SCC(=O)NC(C)(C)C)ccc1OCC(=O)NC(C)(C)C	2%	-2	-6%	1%	2%	3%	-0.4	1%	16%
